TIM10 inh: growth inhibitors of isogenic TIM10 control yeast, primary screen, counter-screen for tim10-1 yeast inhibitor project, luminescence, uHTS; S. cerevisiae TIM10 strain growth, BacTiter-Glo luminescence, 24 h; inhibition, % at 10 µM; 1.4% of 330,000 active; AID 463195, 2010;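 active = inhibition of 40% or more at the single tested concentration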;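 note: wild-type TIM10 isogenic control strain grown at permissive 25 °C; 0% = DMSO yeast wells and 100% = minimal medium wells without yeast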
mIAP act: activators of mouse IAP, primary screen, biochemical, luminescence, uHTS | intestinal alkaline phosphatase [Mus musculus] | muIAP, CDP-Star luminescence, 30 min; active compounds read high; 1 = vehicle-only enzyme signal, 0 = enzyme-free wells | activation factor at 10 µM | 0.24% of 330,000 active;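 active = activation factor of at least 2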; note: the source names both 10 and 20 µM as test concentration; values of inactives mirror those of a sister screen read the other way
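Assay system: mouse IAP enzyme; reagent: chemiluminescent substrate CDP-Star; dosing: test compounds delivered from DMSO solution; schedule: 30 min at room temperature; measured by: luminescence from enzymatic CDP-Star hydrolysis; controls: DMSO-only wells and no-enzyme negative control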
A3A deaminase: APOBEC3A ssDNA deaminase inhibitors, primary screen, selectivity assay for APOBEC3G inhibitor project, biochemical, FAM/TAMRA oligo cleavage fluorescence; recombinant A3A, FAM/TAMRA ssDNA deamination fluorescence; inhibition, % at 20 µM; DNA dC->dU-editing enzyme APOBEC-3A (Homo sapiens), P31941; 0.41% of 330,000 active;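 active = at least 40% inhibition at 20 µM here, with at most 30% in a related deaminase screen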;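 note: plate controls were A3A with DMSO for no effect and wells lacking A3A enzyme for full effect; some results filed as inactive read as strong as hits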
Target sequence (P31941 whole entry, looked up): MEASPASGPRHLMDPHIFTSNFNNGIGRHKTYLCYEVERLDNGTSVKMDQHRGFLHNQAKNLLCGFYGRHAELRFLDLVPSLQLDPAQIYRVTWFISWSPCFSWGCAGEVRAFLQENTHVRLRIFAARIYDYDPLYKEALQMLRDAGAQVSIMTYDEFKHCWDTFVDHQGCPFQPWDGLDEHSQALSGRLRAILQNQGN
mIAP inh: inhibitors of mouse IAP, primary screen, biochemical, luminescence, uHTS; intestinal alkaline phosphatase [Mus musculus]; purified mouse IAP, CDP-Star luminescence, 30 min; inhibition, % at 10 µM; 0.2% of 330,000 active; AID 2806, 2010;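 active = inhibition of at least 40% at 10 µM in the primary screen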;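 note: plate controls were DMSO with enzyme for no effect and no enzyme wells for full effect; values of inactives mirror those of a sister screen read the other way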
NALP3 yeast inh: NALP3 inflammasome inhibitors in reconstituted yeast, primary screen, luminescence, uHTS | Yeast reconstituted NLRP3/ASC/caspase-1, beta-gal luminescence, 24 h | inhibition, % at 10 µM | 0.39% of 330,000 active | AID 2825, 2010;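 active = inhibition of 50% or more; inactive = inhibition below 50%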;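 note: plate controls were induced DMSO wells for no effect and uninduced yeast grown without galactose for full effect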
hIAP inh: human IAP inhibitors, primary screen, biochemical, luminescence, uHTS. 0.12% of 330,000 active. Intestinal-type alkaline phosphatase (Homo sapiens), P09923. purified IAP, CDP-Star luminescence, 30 min. inhibition, % at 10 µM;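 active = inhibition reaching a set limit with compound at 10 µM in the primary screen, cut at about 35% in these data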;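 note: plate controls were DMSO wells with enzyme for no effect and no-enzyme buffer wells for full effect; values of inactives mirror those of a sister screen read the other way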
APOBEC3G inh: APOBEC3G DNA deaminase inhibitors, primary screen, biochemical, fluorescence, single-stranded DNA substrate, uHTS | DNA dC->dU-editing enzyme APOBEC-3G (Homo sapiens), Q9HC16 | recombinant A3G, ssDNA deamination FAM/TAMRA fluorescence | 0.28% of 330,000 active | inhibition, % at 20 µM;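 active = inhibition of at least 40% at 20 µM, with no more than 30% in the related APOBEC3A deaminase screen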;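 note: plate controls were DMSO wells with A3G for no effect and wells lacking A3G enzyme for full effect; some compounds called inactive have numbers as strong as hits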
Target sequence (Q9HC16 whole entry, looked up): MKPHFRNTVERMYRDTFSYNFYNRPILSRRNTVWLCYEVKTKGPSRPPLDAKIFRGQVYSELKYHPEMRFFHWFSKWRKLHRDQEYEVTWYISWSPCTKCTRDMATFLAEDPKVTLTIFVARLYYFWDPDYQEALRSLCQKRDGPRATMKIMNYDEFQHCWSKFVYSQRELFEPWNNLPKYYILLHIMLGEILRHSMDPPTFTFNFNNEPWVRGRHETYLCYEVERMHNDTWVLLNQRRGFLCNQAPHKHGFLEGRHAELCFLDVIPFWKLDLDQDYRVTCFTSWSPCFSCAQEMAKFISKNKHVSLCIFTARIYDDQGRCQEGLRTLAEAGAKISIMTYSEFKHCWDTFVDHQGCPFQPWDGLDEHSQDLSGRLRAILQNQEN
beta cell repl: inducers of MIN6 beta-cell proliferation, primary screen, ATP luminescence, uHTS; MIN6 cells proliferation, ATPlite luminescence, 48 h; cells starved in 0.2% serum; 100% = growth in 10% serum; proliferation, % at 10 µM; 0.29% of 330,000 active;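 active = compounds whose signal lies at least 3.5 SD above the mean of all wells on their plate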;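 note: 0% = DMSO-treated cells in low-serum medium and 100% = 10% serum control; some compounds called inactive have numbers as strong as hits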
tim10-1 inh: growth inhibitors of tim10-1 mutant yeast, primary screen, luminescence, uHTS | 2.2% of 330,000 active | AID 463190, 2010 | S. cerevisiae tim10-1 ts strain growth, BacTiter-Glo, 24 h | inhibition, % at 20 µM;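 active = inhibition of at least 40%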;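 note: mutant grown at 25 °C; 0% = DMSO wells with yeast and 100% = wells holding no yeast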
An asterisk follows results filed as active.

SMILES	TIM10 inh	mIAP act	A3A deaminase	mIAP inh	NALP3 yeast inh	hIAP inh	APOBEC3G inh	beta cell repl	tim10-1 inh
COc1cc(C(c2c(C)[nH][nH]c2=O)c2c(C)[nH][nH]c2=O)cc(Cl)c1O	-2	0.92	3	8	3	15	2	-1	1
NC(=O)Cn1nnc(-c2ccc(NC(=O)c3ccc(F)cc3)cc2)n1	2	0.92	0	8	16	9	-3	-2	12
CCOCCCNS(=O)(=O)c1ccc(OC)c(Cl)c1Cl	-2	1.1	4	-9	24	3	9	0	22
COC(=O)[C@H](CC(C)C)NC(=O)CCc1nnc(COc2ccccc2)o1	-15	0.98	-4	2	-10	2	9	2	8
C=CCn1ccc(=NC=C(C#N)C#N)c2ccccc21	23	0.88	-1	12	26	15	-6	-3	26
COc1ccc(C(=O)OCC(=O)Nc2ccc3[nH]c(=O)[nH]c3c2)c(OC)c1OC	-9	1	19	-2	-5	9	-1	-2	-4
CC(NC(=O)CN1C(=O)NC(c2ccccc2)(c2ccccc2)C1=O)c1cccs1 (stereo not drawn)	3	1.2	-1	-20	2	-3	-4	-4	1
O=C(C1CCCN1S(=O)(=O)c1cccc2cccnc12)N1CCc2ccccc21 (stereo not drawn)	7	1	-1	-2	13	12	-3	2	22
CCC(C(=O)Nc1nc(C)c(C)s1)c1ccccc1 (stereo not drawn)	10	1	-3	-3	9	-3	-3	-5	29
O=C1CCCC(O)=C1C(C#Cc1ccccc1)C1=C(O)CCCC1=O	12	0.93	2	7	-19	-6	1	-6	25
COc1ccc(/C=C(/C(=O)N2CCCCC2C(=O)O)c2ccc(OC)c(OC)c2)cc1 (stereo not drawn)	1	0.99	3	1	-2	17	-2	-1	13
O=C(Cc1ccc(F)cc1)Nc1ccc(S(=O)(=O)N2CCCCC2)cc1	24	1.1	-3	-14	5	-26	-6	-1	20
O=C(N/N=C/c1ccccc1)c1ccc2c(c1)OCO2	10	1.1	0	-6	30	4	-7	-3	-20
CC(C)(C(=O)O)c1ccc([C@H](O)CCCN2CCC(C(O)(c3ccccc3)c3ccccc3)CC2)cc1	3	0.92	1	8	16	-8	-3	1	-14
Cc1c(Cc2ccccc2)sc(NC(=O)c2ccco2)c1C(N)=O	51*	0.97	-6	3	85*	-5	-8	1	14
Cc1cccc(OCCC(=O)NNC(=O)Cn2nc(C)cc2C)c1	-4	0.93	-2	7	14	-40	-8	-2	-5
C/C(=N\NC(=O)c1ccc(-c2ccccc2)cc1)c1cccc(N)c1	3	1.1	-5	-7	19	-2	-7	-1	9
NC(=O)COC(=O)c1cccc(NS(=O)(=O)/C=C/c2ccccc2)c1	6	1	-3	-2	12	9	-1	0	2
CCOc1ccc(NC(=O)C2CCN(S(=O)(=O)c3cccnc3)CC2)cc1	-10	0.98	0	2	13	15	2	-4	5
O=C(CCCc1ccccc1)N1CCc2ccccc21	15	0.95	-3	5	16	-14	-6	-2	20
COCC(C)n1c(SCC(=O)NC2CCCCC2C)nc2ccccc2c1=O (stereo not drawn)	-9	1.1	5	-6	-3	-5	-3	-1	12
CN(C)S(=O)(=O)N(CC(=O)N1CCN(c2ccccc2)CC1)c1ccccc1	4	0.98	-2	2	19	-6	-6	1	34
COc1ccc(CCNc2c(N)n(Cc3ccccc3)c(=O)[nH]c2=O)cc1OC	-1	0.96	-1	4	-2	-7	-5	-3	-3
O=[N+]([O-])c1ccc(N(CC(O)CN2CCCCC2)S(=O)(=O)c2ccccc2)cc1 (stereo not drawn)	-16	0.97	0	3	24	7	1	-1	-14
CCCc1nc(SCC(=O)NCc2ccco2)c2c(=O)n(C)c(=O)n(C)c2n1	-21	1	5	-2	4	-4	0	-4	-8
Cc1[nH]c(=O)[nH]c(=O)c1S(=O)(=O)Nc1ccc(Br)cc1F	-6	1.1	-1	-9	17	11	-7	0	6
CC1CCC(NC(=O)CN2C(=O)C3CC=CCC3C2=O)CC1 (stereo not drawn)	-2	0.97	-4	3	-8	14	-6	4	-2
NC(=O)C[C@@H]1NC(=O)[C@H](CCC(=O)O)NC(=O)c2cc([N+](=O)[O-])cc(I)c2OCC[C@@H](C(N)=O)NC1=O	-32	1	3	-4	6	12	-8	-1	-29
CCOC(=O)C(=CNNc1ccsc1C(=O)OC)C(=O)OCC	14	0.99	-2	1	4	-6	-3	2	9
CC(C)Cc1ccc(S(=O)(=O)Nc2ccccn2)cc1	21	1.1	2	-5	2	-10	0	-2	5
CCCCCCC(C)n1cc(C(C)=O)c(=O)n(C)c1=O (stereo not drawn)	1	0.93	1	7	0	4	-2	0	2
Cc1cc(C(=O)NNC(=S)NCc2ccccc2)cs1	-6	0.94	-4	6	2	-74	-10	0	17
CN(C(=O)COC(=O)Cc1ccc(Cl)cc1)C1CCCCC1	-2	1	-4	-4	19	-22	-9	-3	16
CC(C)(C)C(=O)NC(=S)NNC(=O)c1ccc(Cl)cc1Cl	-41	0.97	-1	3	20	-86	-8	-1	-40
CCC1C/C(=C/c2cccs2)C(=O)/C(=C/c2cccs2)C1 (stereo not drawn)	9	0.86	6	14	18	11	0	-4	8
O=C(CSc1n[nH]c(-c2ccccn2)n1)Nc1ccccc1F	18	0.97	-2	3	8	-20	-9	-2	13
CC1CCCC(C)N1C(=O)Cn1nnc(-c2ccc([N+](=O)[O-])cc2)n1 (stereo not drawn)	-4	1.1	-7	-7	18	-6	-4	-2	2
O=C(COc1ccc(Cl)cc1Cl)NC1CCSC1=O (stereo not drawn)	-2	0.98	-1	2	18	-11	-3	-3	27
CCC(=O)Nc1cccc(-c2nnc(SCC(=O)c3ccccc3)n2C)c1	34	0.9	4	10	22	-9	-4	-2	8
Cc1ccc(NC(=O)CCN2CCCCC2)cc1	-6	0.9	-6	10	17	11	-7	-1	-2
COc1ccc(C(=O)Nn2c(C3CCC3)nc3ccccc3c2=O)c(OC)c1	1	0.96	5	4	0	14	-1	-3	17
Cc1ccccc1CN1CCN(C2CCC2)CC1CCO (stereo not drawn)	-9	0.93	-2	7	0	-4	-6	-3	-9
CCc1ccc(OCC(=O)Nc2ccc(N3CCN(C(=O)c4ccccc4)CC3)cc2)cc1	-6	1.1	0	-10	17	-23	-7	2	-8
COc1ccccc1NS(=O)(=O)c1cc2c3c(c1)CCN3C(=O)CC2	-1	1	0	-1	14	4	-8	3	-5
O=C(CC(c1ccccc1)c1ccccc1)NCC(O)c1ccc([N+](=O)[O-])cc1 (stereo not drawn)	7	0.94	-4	6	10	12	-3	-3	7
Oc1ccc(-c2onc(C(F)(F)F)c2-c2cscn2)c(O)c1	17	0.93	-1	7	12	-6	0	-3	10
Cc1ccc(-n2c(=O)c(C#N)cc3c(=O)n4ccccc4nc32)cc1	-12	0.99	-1	1	17	-12	-5	2	-10
Cc1ccc(/C=C(\C#N)C(=O)NCc2ccco2)o1	-7	0.83	-1	17	26	16	0	-3	-12
COc1ccccc1NC(=O)Cn1c(CCC(=O)O)ccc1-c1ccc(C)cc1	10	0.97	-6	3	28	2	-8	5	4
CC(=O)N[C@H](Cc1c[nH]c2ccccc12)C(=O)O	0	1	0	-2	-3	-8	-7	3	-11
O=C1c2ccccc2C(=O)N1c1ncccn1	-8	1.1	-2	-6	13	-15	-5	-3	-11
COc1ccc(-c2cc(C(F)F)n3ncc(C(=O)N4CCCc5ccccc54)c3n2)cc1	2	0.96	2	4	10	-4	-2	-3	17
CCc1ccc(NS(=O)(=O)c2cccs2)cc1	4	1.1	-1	-8	25	4	-4	0	26
Cc1cc(SC2CCOC2=O)nc2ccccc12 (stereo not drawn)	14	1.1	0	-6	11	-3	-7	-1	10
CCCN=C(Nc1ccc(Cl)cc1)c1cccnc1	-7	1	0	-3	-12	-1	0	-3	7
Cc1ccc(-n2c(C)c(C)c3c(NCCO)ncnc32)cc1	15	0.93	-6	7	-4	-1	-9	-4	26
CCNC(=S)N1CCC(c2nc3cc(C)c(C)cc3[nH]2)CC1	10	0.91	-4	9	14	23	-4	-1	13
Cc1cc(=O)[nH]c(SCC(=O)C23CC4CC(CC(C4)C2)C3)c1C#N	73*	0.94	0	6	14	-3	-8	-4	66*
O=C(NCc1cccnc1)c1cnc2n(c1=O)CCS2	-17	0.95	0	5	0	-5	-3	1	12
CCOC(=O)c1c(C)[nH]c(C(=O)CSc2ccccc2)c1C	-7	1.1	4	-12	12	2	2	-3	18
(continued)
SMILES	TIM10 inh	mIAP act	A3A deaminase	mIAP inh	NALP3 yeast inh	hIAP inh	APOBEC3G inh	beta cell repl	tim10-1 inh
Cn1cnnc1SCC(=O)Nc1sc2c(c1C#N)CCCCC2	-14	0.83	0	17	7	-9	-2	0	12
CCOc1ccc(NC(=O)c2cccc(OC(=S)N3CCC(C)CC3)c2)cc1	34	1.2	-3	-19	10	3	-4	-4	31
COC(=O)C(Cc1ccccc1)P(=O)(c1ccccc1)c1ccccc1 (stereo not drawn)	6	1	0	-2	5	0	-12	-1	25
Cc1ccc2nsnc2c1NC(=S)NC(=O)c1ccco1	-1	0.92	-8	8	-35	-3	-7	-1	22
CC(C1CC2CCC1C2)n1c(-c2ccco2)n[nH]c1=S (stereo not drawn)	34	1	-6	-2	13	-16	3	5	22
COc1cc(CCC(=O)OCC(=O)c2ccc[nH]2)cc(OC)c1OC	8	0.99	-1	1	-9	-2	-5	-1	21
COc1ccccc1C(=O)Nc1ccc(S(=O)(=O)N(C)c2ccccc2)cc1	14	0.96	1	4	29	7	-3	4	11
CN(Cc1nc(-c2cnccn2)no1)Cc1cccc2ccccc12	-11	0.95	4	5	20	-2	-2	0	0
CC(C)C(=O)N1CCN(CCN=CC2=C(O)CC(c3ccco3)CC2=O)CC1 (stereo not drawn)	-15	0.99	0	1	61*	-38	-2	-4	10
Cc1ccc(NC(=O)COC(=O)c2csc3c2CCC(C)C3)cc1S(=O)(=O)N1CCCCC1 (stereo not drawn)	-6	1.6	-3	-62	44	-3	2	-1	-4
CCN1C(=O)c2cccc3c(S(=O)(=O)NCc4ccccn4)ccc1c23	1	1.1	3	-5	4	9	1	-1	17
CC(=O)Nc1ccc(S(=O)(=O)N(c2cccnc2)S(=O)(=O)c2ccc(NC(C)=O)cc2)cc1	-3	0.93	0	7	16	4	-4	2	3
Cc1cc(=O)[nH]c(SCC(=O)Nc2ccc(S(=O)(=O)N3CCOCC3)cc2)n1	3	0.95	2	5	7	-16	1	-1	-4
C=CCn1c(SCC(=O)Nc2nnc(C)s2)nnc1C1CC1	0	0.99	17	1	14	-18	-2	-3	-8

Bioassay records from PubChem BioAssay.

Compounds as they come. Share with any hit: about 4.6%.
